# Assay outcomes deposited in PubChem by several laboratories.
# CYP2C9 activ = activators of human CYP2C9; P11712; recombinant CYP2C9, luciferin-H conversion, luminescence; stronger effect = higher value; factor 1 = untreated enzyme, 0 = blocked; AID 1024; hit rate 1.4% among 96,000; activation factor at 5 µM;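 active means activation factor of 2 or more for CYP2C9 at a 5 µM dose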;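 further: 0 = sulfaphenazole-blocked wells and 1 = vehicle-only wells; values of inactives mirror those of a sister screen read the other way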
# Target sequence (P11712 whole entry, looked up): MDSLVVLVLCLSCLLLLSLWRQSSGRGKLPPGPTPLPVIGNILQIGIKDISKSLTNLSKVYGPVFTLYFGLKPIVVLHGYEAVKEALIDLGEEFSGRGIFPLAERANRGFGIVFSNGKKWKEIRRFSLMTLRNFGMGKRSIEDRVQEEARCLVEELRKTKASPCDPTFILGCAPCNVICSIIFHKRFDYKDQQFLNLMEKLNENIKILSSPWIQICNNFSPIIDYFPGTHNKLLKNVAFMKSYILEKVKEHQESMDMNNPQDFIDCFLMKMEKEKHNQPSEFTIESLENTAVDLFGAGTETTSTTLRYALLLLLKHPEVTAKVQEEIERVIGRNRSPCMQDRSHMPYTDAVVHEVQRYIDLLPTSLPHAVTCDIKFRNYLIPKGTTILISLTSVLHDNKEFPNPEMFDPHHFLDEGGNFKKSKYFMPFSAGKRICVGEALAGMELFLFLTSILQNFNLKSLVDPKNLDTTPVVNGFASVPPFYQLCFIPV
# CYP2C9 inhib = human CYP2C9 inhibition | P11712 | CYP2C9 Supersomes, luciferin-H conversion, luminescence | inhibition, % at 5 µM | hit rate 20% among 96,000;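 active means blocking of liver enzyme CYP2C9 beyond about 50% at 5 µM, limit read from the data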; further: values of inactives mirror those of a sister screen read the other way
# PLAP act = activates human placental alkaline phosphatase; hit rate 1.2% among 96,000; activation fold at 20 µM; purified PLAP enzyme, luminescent substrate read-out; stronger effect = higher value; in the data active means activation fold above about 2
# Target sequence (P05187 whole entry, looked up): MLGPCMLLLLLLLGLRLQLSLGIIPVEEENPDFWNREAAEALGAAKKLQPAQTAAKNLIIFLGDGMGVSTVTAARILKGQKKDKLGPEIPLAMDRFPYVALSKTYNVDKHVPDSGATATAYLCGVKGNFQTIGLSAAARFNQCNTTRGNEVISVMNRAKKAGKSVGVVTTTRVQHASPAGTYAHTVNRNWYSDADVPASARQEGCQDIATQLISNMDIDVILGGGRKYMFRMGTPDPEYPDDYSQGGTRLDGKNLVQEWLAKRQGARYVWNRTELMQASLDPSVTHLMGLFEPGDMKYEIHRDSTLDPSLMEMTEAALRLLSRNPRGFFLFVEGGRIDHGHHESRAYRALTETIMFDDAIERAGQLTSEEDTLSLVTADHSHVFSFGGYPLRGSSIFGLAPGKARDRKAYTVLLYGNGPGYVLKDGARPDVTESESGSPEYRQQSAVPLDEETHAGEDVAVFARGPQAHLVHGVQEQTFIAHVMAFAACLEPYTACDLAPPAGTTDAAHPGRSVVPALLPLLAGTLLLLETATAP
# CYP2C19 inh = human CYP2C19 inhibition | CYP2C19 Supersomes, luciferin-H EGE luminescence, 30 min | inhibition, % at 5 µM | hit rate 21% among 96,000 | AID 778;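 active means CYP2C19 inhibition above a set limit at 5 µM in the primary screen, cut at about 50% in these data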;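 further: plate controls were negative control wells for no effect and 2.5 mM tranylcypromine positive control for full effect; values of inactives mirror those of a sister screen read the other way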
# E coli WT exp = growth inhibitors of E. coli BW25113 wild type | OD600 absorbance | growth inhibition, % at 100 µM | hit rate 0.15% among 98,000;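 active means growth inhibition above about 50% at one test dose, limit read from the data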;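 further: growth measured after 20 h incubation at 37 °C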
# PTK2B oligo ant = antagonists of human Pyk2 oligomerization; Q14289; Q293 cells, Pyk2 FERM NanoBiT luminescence; stronger effect = lower value; z-score (the deposit names both 25 µM and 10 µM); hit rate 0.83% among 99,000; AID 1347419;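 active means Z-score of -3 or lower, scaled per plate to the spread of control and sample wells; inactive means z-score above -3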;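 further: negative z-score means lost luminescence so less FERM oligomerization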
# EphB4 antag = EphB4-ephrin-B2 interaction antagonism. P54760. EphB4 LBD / TNYL-RAW-Alexa532 peptide, fluorescence polarization. inhibition, % at 7 µM. hit rate 0.15% among 97,000. AID 720;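 active means inhibition above the screen-wide mean inhibition plus 3 SD, cut at about 15% in these data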;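 further: 0% = DMSO wells and 100% = excess unlabeled TNYL-RAW peptide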
# CYP2C19 act = activators of human cytochrome P450 2C19 | activation factor at 5 µM | 96,000 tested, under 10 active | AID 1025 | recombinant CYP2C19, luciferin-H EGE luminescence; stronger effect = higher value; 0 = fully inhibited enzyme, 1 = untreated enzyme;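 active means activation factor of at least 2 at 5 µM in the primary screen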;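 further: 0 = wells with 2.5 mM tranylcypromine and 1 = vehicle-only wells; values of inactives mirror those of a sister screen read the other way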
# PostGolgi yeast = growth inhibition of a yeast mutant, post-Golgi transport screen | AID 739 | hit rate 0.9% among 98,000 | post-Golgi transport phenotypic cell assay | inhibition, % at 10 µM; in the data active means inhibition above about 30%;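 further: yeast cells grown in 1536-well plates; yeast grown about 18 h at 30C before absorbance read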
# Numbers without * were called inactive; x = not tested or not shown.
Compound	CYP2C9 activ	CYP2C9 inhib	PLAP act	CYP2C19 inh	E coli WT exp	PTK2B oligo ant	EphB4 antag	CYP2C19 act	PostGolgi yeast
CCOc1ccccc1C1CC(=O)NC(SCC(=O)Nc2nccs2)=C1C#N (stereo not drawn)	0.3	67*	1.7	60*	-9	0.3	7	0.4	0
O=C(Cn1nc(-c2ccccc2)c2ccccc2c1=O)NCCN1CCOCC1	1	-4	1.2	-8	-11	0.38	x	1.1	-2
CSC1=N/C(=C\C=C\c2cccs2)C(=O)S1	1.1	-10	1	-11	-6	-0.42	-1	1.1	-2
O=S(=O)(NC1CC1)c1ccc(S(=O)(=O)N(Cc2ccccn2)C2CCCC2)cc1	0.3	71*	1.2	62*	0	-0.92	0	0.4	2
CCOCC(=O)Nc1ccc2c(c1)OCCO2	0.9	11	1	3	11	1.1	0	1	6
COc1ccccc1C1C(C(=O)c2cc3ccccc3o2)=C(O)C(=O)N1CCN(C)C (stereo not drawn)	1.3	-30	1.6	7	-5	0.76	-10	0.9	0
Cc1onc(C(=O)/C=C/N(C)C)c1C(=O)Nc1nccs1	0.9	13	1.1	9	-4	-0.21	-2	0.9	4
O=C(CN1CCN(c2ccccc2)CC1)N1N=CCC1c1ccccc1 (stereo not drawn)	0.9	7	1.1	32	8	2.6	3	0.7	-4
CC(C)n1nc(C(=O)Nc2nnc(SCc3c(Cl)cccc3Cl)s2)c2ccccc2c1=O	0.1	86*	1.7	66*	-17	-0.49	0	0.3	-4
Cc1cc(C)c(C)c(S(=O)(=O)NCC(=O)N2CCCC2)c1C	1.3	-34	1.1	78*	5	0.42	3	0.2	23
O=C(CSc1nc2ccccc2c(=O)n1CCCC(=O)N1CCCC1)NCc1ccco1	0.6	43	1.3	65*	0	-0.32	-3	0.4	-4
CCOC(=O)N1CCN(C(=O)C2CC(c3ccc(F)cc3)=NO2)CC1 (stereo not drawn)	0.9	9	1	2	-1	x	-4	1	2
CCOc1ccc2nc(NC(=O)CN3CCN(C)CC3)sc2c1	0.7	26	1.1	3	0	-0.2	0	1	-7
CCOc1ccccc1Nc1nc(-c2sc(NC(=O)c3ccccc3)nc2C)cs1	0.5	48	1.1	10	-20	x	-3	0.9	-9
CCCCN1c2cc(C)c(O)cc2C(C(=O)OCC)C1C (stereo not drawn)	0.5	50	0.6	59*	-3	x	0	0.4	0
COc1ccc(CCNC(=O)Cc2nn(C)c(=O)c3ccccc23)cc1OC	1.1	-9	1	-21	-4	1.7	-6	1.2	-11
CC(=O)c1c(C(C)=O)c(C)n(-c2ccc(O)cc2)c1C	0.5	47	1	37	1	-0.29	2	0.6	12
Cc1ccc(Cl)cc1N1CCN(C(=O)Cn2ccc3ccccc3c2=O)CC1	1.4	-40	1.1	27	-8	-1.4	-4	0.7	2
O=C(Nc1ccc(Oc2ccc(Cl)cc2)cc1)c1ncn[nH]1	1	3	0.9	54*	-20	1.1	x	0.5	4
N#Cc1nc(COc2ccc(-c3ccccc3)cc2)oc1NCCCN1CCOCC1	0.5	49	1.7	23	15	-0.54	-3	0.8	78*
O=C(Nc1ccc2c(c1)OCO2)c1cnn2cccnc12	0.9	9	0.9	9	23	0.44	4	0.9	5
COc1ccc(OC)c(C(=O)c2coc3ccc(OC)cc23)c1	0.3	68*	1	90*	3	-0.47	-4	0.1	-3
CC(=O)Nc1cccc(OC(=O)N2CCOCC2)c1	1.4	-37	1.1	-21	-2	0.57	0	1.2	2
Cc1ccc2c(CC(=O)NCC3COc4ccccc4O3)coc2c1 (stereo not drawn)	0	95*	1.6	100*	0	1.1	x	0	1
Cc1ccccc1NC(=O)c1sc(Cl)nc1-c1ccccc1	0.6	44	1	61*	10	0.96	2	0.4	-10

# 5 compounds from above, ordered by their value in CYP2C19 act, descending:
smiles | CYP2C9 activ | CYP2C9 inhib | PLAP act | CYP2C19 inh | PTK2B oligo ant | EphB4 antag | CYP2C19 act
CC(=O)Nc1cccc(OC(=O)N2CCOCC2)c1 | 1.4 | -37 | 1.1 | -21 | 0.57 | 0 | 1.2
CCOC(=O)N1CCN(C(=O)C2CC(c3ccc(F)cc3)=NO2)CC1 (stereo not drawn) | 0.9 | 9 | 1 | 2 | x | -4 | 1
CC(=O)c1c(C(C)=O)c(C)n(-c2ccc(O)cc2)c1C | 0.5 | 47 | 1 | 37 | -0.29 | 2 | 0.6
O=S(=O)(NC1CC1)c1ccc(S(=O)(=O)N(Cc2ccccn2)C2CCCC2)cc1 | 0.3 | 71* | 1.2 | 62* | -0.92 | 0 | 0.4
Cc1cc(C)c(C)c(S(=O)(=O)NCC(=O)N2CCCC2)c1C | 1.3 | -34 | 1.1 | 78* | 0.42 | 3 | 0.2

# Back to the main list with the two entries that preceded the break.
Compound	CYP2C9 activ	CYP2C9 inhib	PLAP act	CYP2C19 inh	E coli WT exp	PTK2B oligo ant	EphB4 antag	CYP2C19 act	PostGolgi yeast
Cc1ccc2c(CC(=O)NCC3COc4ccccc4O3)coc2c1 (stereo not drawn)	0	95*	1.6	100*	0	1.1	x	0	1
Cc1ccccc1NC(=O)c1sc(Cl)nc1-c1ccccc1	0.6	44	1	61*	10	0.96	2	0.4	-10
COc1cc(S(=O)(=O)NCC2OCCc3ccccc32)ccc1-n1cnnn1 (stereo not drawn)	0.5	53*	1	91*	-4	0.15	0	0.1	4
Cc1ccc(SCc2cc(=O)n3[nH]c(C)nc3n2)cc1	0.4	56*	1.1	-21	-7	0.16	0	1.2	2
Nc1c(C(=O)OCC2CCCO2)c2nc3ccccc3nc2n1C1CCCC1 (stereo not drawn)	0.4	55*	1.7	20	11	-2.4	-9	0.8	9
COCCn1nnnc1C(c1ccc2ncccc2c1)N1CCN(c2ccccc2F)CC1 (stereo not drawn)	0.8	23	1.4	3	-4	-1.9	-8	1	-11
CCOc1ccc(Nc2cc(C)nc(-n3nc(C)cc3C)n2)cc1	0.9	8	1	5	10	0.87	-8	0.9	12
CCOC(=O)c1[nH]c2c(c1C)C(=O)CC(c1ccc(F)cc1)C2 (stereo not drawn)	0.1	88*	0.9	15	1	x	x	0.9	2
Cc1n[nH]c(C)c1C(=O)CC1(O)C(=O)N(CCc2ccccc2)c2ccc(Br)cc21 (stereo not drawn)	0.3	66*	1.5	56*	13	-1.8	0	0.4	-1
O=S(=O)(c1ccc(-c2csc(-c3cccnc3)n2)cc1)N1CCCCC1	x	x	x	x	1	-2.7	2	x	-1
CN(C(=O)COC(=O)COc1ccccc1F)C1CCS(=O)(=O)C1 (stereo not drawn)	1.1	-11	1	-1	-2	0.4	-9	1	3
CCCN1Cc2cccc(C(=O)NCc3ccccc3OC)c2C1=O	0.8	18	1	37	14	-0.18	3	0.6	-2
Cc1nn(Cc2ccc([N+](=O)[O-])cc2)c(=O)n1-c1ccccc1	1	0	0.8	43	5	0.88	-2	0.6	11
COc1ccc(NC(=O)CSc2nccc(C)n2)cc1	1	-4	0.9	51*	8	-0.02	14	0.5	-10
CCn1c(CSc2nc3ccccc3s2)nnc1SCC(=O)NCC(=O)OC	0.8	25	1.7	25	-14	1.3	0	0.8	0
OC1(C2(O)CC(c3ccccc3)ON2)CCCCC1 (stereo not drawn)	0.9	10	1	77*	1	-1.1	x	0.2	-2
Cc1cc(C)nc(-n2nc(C)c(Sc3ccc(F)cc3)c2N)n1	0.3	66*	1.2	79*	2	-1.4	3	0.2	2
Cc1ccc(OCCNC(=O)C2CC(=O)N(c3ccc(C)cc3)C2)cc1 (stereo not drawn)	0.9	5	0.9	37	0	0.53	0	0.6	-11
COc1ccc(OCC(=O)NC2CC(C)(C)NC(C)(C)C2)cc1	1.1	-8	1	-4	-11	2.2	x	1	-8
CCSc1nnc(N(CCC#N)CCC#N)s1	1.2	-19	0.8	-15	4	0.3	-3	1.1	-2
O=C(CSc1nnc(COc2cccc3ccccc23)o1)N1CCN(C(=O)c2ccco2)CC1	x	x	x	x	-13	-0.96	-1	x	-13
CCC(=O)Nc1nc2n(n1)C(c1ccc(OC)cc1)C=C(c1ccccc1)N2 (stereo not drawn)	0.9	14	1.3	20	-11	x	1	0.8	-1
Cc1nc2ccc(NC(=O)NCCCO)cc2s1	1.2	-23	1	-25	3	0.17	-4	1.2	-2
Cc1nnc(SCC(=O)N2CCOCC2)c2ccccc12	1	-5	0.8	-6	2	0.74	-5	1.1	12
O=C(NNC(=S)NC(=O)c1ccccc1[N+](=O)[O-])c1ccccc1[N+](=O)[O-]	0.6	40	2.5*	-4	8	-0.76	-5	1	-8
COCCCNC(=O)CC(NS(=O)(=O)c1ccc(OC)cc1)c1ccc(OC)cc1 (stereo not drawn)	1.1	-7	0.9	17	0	0.73	5	0.8	13
O=C(O)C1CCN(C(=O)c2ccccc2Cl)CC1	1	3	0.8	-6	-12	-0.4	4	1.1	-6

# Following part:
Compound	CYP2C9 activ	CYP2C9 inhib	PLAP act	CYP2C19 inh	E coli WT exp	PTK2B oligo ant	EphB4 antag	CYP2C19 act	PostGolgi yeast
CC(C)(C)OC(=O)N1CCN(c2ccc(NC(=O)Cn3nnc(-c4ccccc4)n3)cc2)CC1	x	x	x	x	-8	0.74	-3	x	2
CCOc1ccc2nc(NC(=O)CSc3nc4c(c(=O)n(C)c(=O)n4C)n3C(C)C)sc2c1	0.9	7	1.5	4	-23	-1.5	x	1	-3
Cc1nn(C)c(C)c1NC(=O)CSc1nc(-c2ccccc2Cl)nc2c1cnn2-c1ccccc1	0.5	50	1.4	-4	6	0.36	-1	1	9
CCOC(=O)/C(=C\c1cccnc1)C(=O)c1cc(C(C)=O)c(Nc2ccccc2)s1	0	100*	1.4	65*	0	-2.1	-2	0.3	111*
Cc1cccc(S(=O)(=O)Nc2nc3ccccc3nc2NCc2ccco2)c1	0	95*	1.1	26	-3	0.12	-5	0.7	-2
CCSc1cc(C2C(C(=O)OC)=C(C)NC3=C2C(=O)CCC3)c(C)o1 (stereo not drawn)	0.8	23	1.1	25	0	-0.15	0	0.7	-5
CN(C(=O)c1ccc(S(=O)(=O)NC2CCCC2)cc1)C1CCCCC1	0.9	13	1.5	12	1	0.69	-6	0.9	11
Fc1ccc(-c2ccnc3nc(N4CCN(c5ccccc5)CC4)nn23)cc1	0.7	35	1	18	13	0.16	2	0.8	4
CNC(=O)CCn1nc(-c2ccccc2)c2ccccc2c1=O	0.9	12	1.2	21	-2	-0.08	5	0.8	22
COc1cccc(-n2sc3c(c2=S)-c2cc(OC)ccc2NC3(C)C)c1	0.3	69*	1	12	-10	-0.92	-5	0.9	-7
CCOC(=O)c1cc2c(C(F)(F)F)cc(-c3ccccc3)nc2o1	0.7	25	1	7	-9	-0.39	0	0.9	-3
O=c1[nH]nc2c3ccccc3cnn12	1.1	-5	0.9	-9	8	0.53	-5	1.1	26
COc1ccc(CN=CC2=C(O)CNC2=O)cc1	0.5	49	0.9	29	5	-0.58	3	0.7	7
COc1ccc(OC)c(S(=O)(=O)N2CCCc3ccccc32)c1	1.7	-68	1	84*	-4	-0.34	-7	0.2	-2
CC(O)CNc1nc2ccccc2n1-c1ncnc2sc3c(c12)CCC3 (stereo not drawn)	0.6	44	2.7*	38	15	0.48	0	0.6	-3
COc1ccc(-c2c(C)nn3c(N4CCC5(CC4)OCCO5)cc(C)nc23)cc1OC	0.9	11	1.4	-4	-1	0	-3	1	-3

# Looked up by structure from above (2):
Compound	CYP2C9 activ	CYP2C9 inhib	PLAP act	CYP2C19 inh	E coli WT exp	PTK2B oligo ant	EphB4 antag	CYP2C19 act	PostGolgi yeast
CC(O)CNc1nc2ccccc2n1-c1ncnc2sc3c(c12)CCC3 (stereo not drawn)	0.6	44	2.7*	38	15	0.48	0	0.6	-3
COc1ccc(CN=CC2=C(O)CNC2=O)cc1	0.5	49	0.9	29	5	-0.58	3	0.7	7
